APE1 inh: inhibitors of human APE1 endonuclease; P27695; recombinant APE1, TAMRA/BHQ-2 abasic DNA cleavage fluorescence; Potency, µM (doses to about 65.8 µM), for the others: at the top dose activity change, negative = inhibition, hits mostly inhibitors; 350,000 compounds, 0.35% hits; AID 2517;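 also: plate controls were vehicle for no effect and reference inhibitor for full effect; nearly all actives have a fitted effect of over 55% in size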
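Endonuclease cleavage of a quenched abasic-site DNA duplex (50 nM) by APE1 (0.75 nM) was tracked by TAMRA dequenching. Compounds were preincubated with enzyme 15 min at room temperature; data normalized to buffer-only and DMSO wells plus NSC13755 control.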
BLM helicase inh: Bloom syndrome helicase (human) inhibition | recombinant BLM DNA unwinding, fluorescence dequenching | AID 2528 | 350,000 compounds, 0.2% hits | Potency, µM (series often up to 56.1 µM), without a hit: at the top dose activity change, negative = inhibition, most hits filed as inhibitors;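 also: plate controls were vehicle for no effect and no enzyme for full effect; nearly all actives have a fitted effect of over 35% in size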
BAZ2B block: BAZ2B (human) inhibition; AlphaScreen BAZ2B-H3K14Ac peptide displacement; 360,000 compounds, 4.4% hits; Potency, µM (titrated, usually from 114 µM), for the others: at the highest dose activity change, negative = inhibition, most hits filed as inhibitors; Q9UIF8; also: % is scaled to controls: 0 for no effect and ±100 for the full control effect; nearly all actives have a fitted effect of over 60% in size
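Inhibition is scored as reduced AlphaScreen emission. The BAZ2B/b-H3(5-23)K14Ac complex (50 nM each) in PBS pH 7.4, 0.01% Tween-20 meets compound (up to 110 uM) for 30 min at RT before bead addition.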
Pol kappa inh: DNA polymerase kappa (human) inhibition; 400,000 compounds, 0.53% hits; purified Pol kappa, fluorescent DNA synthesis assay, 10 min; AID 588579; Potency, µM (highest dose often 107 µM), for inactives: at the highest dose activity, negative = inhibition, actives largely listed as inhibitors; also: % is scaled to controls: 0 for no effect and ±100 for the full control effect
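Here, compound and 10 nM enzyme are combined for 15 min at room temperature; adding 50 nM substrate (final) starts DNA synthesis, tracked by fluorescence at 0 and 10 min against buffer-only wells.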
Anesthetic bind: binds horse apoferritin like a general anesthetic; apoferritin/1-aminoanthracene competitive binding, fluorescence; Potency, µM (series often up to 77.5 µM), for inactives: at the top dose activity change, negative = displacement, usual class: inhibitors; 350,000 compounds, 0.074% hits; AID 485281; also: % is scaled to controls: 0 for no effect and ±100 for the full control effect; nearly all actives have a fitted effect of over 20% in size
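Concentration-response curves derived by four-parameter Hill fitting of normalized fluorescence, where compounds displaced 1-AMA from 10 uM horse apoferritin following a brief 10 min room-temperature incubation; propofol titration acted as positive control.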
G9a inh: blocks human histone lysine methyltransferase G9a | G9a H3K9 monomethylation, AlphaScreen, 2 h | Potency, µM (titrated, usually from 102 µM), for inactives: top-dose activity, negative = inhibition, hits mostly inhibitors | 350,000 compounds, 8.8% hits | AID 504332; also: % is scaled to controls: 0 for no effect and ±100 for the full control effect; nearly all actives have a fitted effect of over 75% in size
Target sequence (Q96KQ7 913-1193 limits assumed): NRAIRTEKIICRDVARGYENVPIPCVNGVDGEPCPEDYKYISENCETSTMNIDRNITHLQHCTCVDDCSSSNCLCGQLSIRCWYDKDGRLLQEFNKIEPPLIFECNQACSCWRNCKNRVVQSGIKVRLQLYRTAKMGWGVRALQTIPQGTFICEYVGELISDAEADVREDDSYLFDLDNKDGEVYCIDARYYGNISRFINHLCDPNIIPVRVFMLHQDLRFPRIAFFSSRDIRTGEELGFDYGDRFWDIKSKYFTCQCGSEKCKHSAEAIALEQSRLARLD
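G9a (20 nM) was preincubated 15 min with compound, then reacted 2 h at room temperature with 500 nM biotin-H3K9 peptide and 20 µM SAM. Monomethyl-H3K9 detected by AlphaScreen using anti-H3K9me1 antibody.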
POLH inh: inhibitors of human DNA polymerase eta | recombinant Pol eta, fluorescent DNA replication assay | Potency, µM (series often up to 114 µM), for inactives: at the top dose activity change, negative = inhibition, hits mostly inhibitors | 390,000 compounds, 1.2% hits; also: % is scaled to controls: 0 for no effect and ±100 for the full control effect
Target sequence (Q9Y253 whole entry, looked up): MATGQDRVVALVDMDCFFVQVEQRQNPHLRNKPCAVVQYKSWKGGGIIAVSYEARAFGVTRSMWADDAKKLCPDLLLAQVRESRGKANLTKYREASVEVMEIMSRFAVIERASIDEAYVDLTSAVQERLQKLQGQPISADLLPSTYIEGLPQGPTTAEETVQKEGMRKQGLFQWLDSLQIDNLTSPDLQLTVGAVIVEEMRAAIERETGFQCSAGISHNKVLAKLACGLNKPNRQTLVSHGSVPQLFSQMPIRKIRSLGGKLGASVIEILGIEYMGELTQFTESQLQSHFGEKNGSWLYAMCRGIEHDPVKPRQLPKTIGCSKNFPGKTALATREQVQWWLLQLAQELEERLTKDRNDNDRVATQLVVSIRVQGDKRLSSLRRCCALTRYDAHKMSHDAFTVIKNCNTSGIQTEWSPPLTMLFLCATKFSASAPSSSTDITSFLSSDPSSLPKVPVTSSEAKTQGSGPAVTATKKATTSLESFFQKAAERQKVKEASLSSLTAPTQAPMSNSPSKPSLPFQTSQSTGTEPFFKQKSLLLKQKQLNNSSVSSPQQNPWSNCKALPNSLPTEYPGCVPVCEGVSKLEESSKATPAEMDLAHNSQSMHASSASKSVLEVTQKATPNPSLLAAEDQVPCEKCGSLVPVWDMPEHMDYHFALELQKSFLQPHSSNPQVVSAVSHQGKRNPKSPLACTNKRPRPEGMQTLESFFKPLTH
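Fluorescent replication assay: 50 nM final substrate added after a 15 min room-temperature compound preincubation with 10 nM enzyme. Signal taken at 0 min and again at 10 min.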
POLB inh: inhibitors of human DNA polymerase beta; AID 485314; P06746; Potency, µM (highest dose often 114 µM), without a hit: at the top dose activity change, negative = inhibition, most hits filed as inhibitors; 340,000 compounds, 1.3% hits; Pol beta primer extension/strand displacement, fluorescence kinetic; also: % is scaled to controls: 0 for no effect and ±100 for the full control effect
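Preincubation: enzyme (10 nM) with compound, 15 min, RT. Reaction: substrate added to 50 nM final. Reads: 0 and 10 min. Analysis: normalized, Hill fit.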
Pol iota inh: blocks human DNA polymerase iota activity. Q9UNA4. Pol iota fluorescent replication assay, 10 min. Potency, µM (titrated, usually from 115 µM), without a hit: at the highest dose activity, negative = inhibition, actives largely listed as inhibitors. 390,000 compounds, 1% hits. AID 588590
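Pol iota at 10 nM preincubated 15 min with compounds at room temperature; reaction started with fluorescent substrate, 50 nM final. Fluorescence read kinetically at 0 and 10 min; buffer-only wells as negative control.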
* hit, by the source's call; ? = inconclusive; / = not tested or not shown; [ ] = dose if it differs, or a comment. Calls follow the shape of the dose curve; as a rule, active = well fitted curve in the direction sought with a large enough effect; inconclusive = small, poorly fitted or top-dose-only effect, or another doubt; inactive = no such curve, though single readings can be large; an effect the other way counts as inactive or inconclusive. Potency is read from the fitted curve at half-maximal effect. These rows are one share of the data; count on the stated rates, not on these rows.

structure,APE1 inh,BLM helicase inh,BAZ2B block,Pol kappa inh,Anesthetic bind,G9a inh,POLH inh,POLB inh,Pol iota inh
COc1cc(NS(=O)(=O)c2ccc(N/C=C(\C=O)c3nc4ccccc4o3)cc2)nc(OC)n1,1%,2%,79µM*,-6%,-8%,35µM*,0%,-1%[57.1 µM],161%[activator]
CCN(CC)C(=O)C1=C(C)Nc2ncnn2C1c1cccnc1 (centres undefined),1%,2%,-14%,10%,-9%,/,-12%,15%,-6%
COc1ccc2c(c1)C(C)CC(C)(C)N2C(=O)NC1CCCCC1 (centres undefined),-1%,-2%,?,6%,-7%,45µM*,-16%,-2%,30%[activator]
COCCOC(=O)c1cc(C(=O)c2cc(F)ccc2O)coc1=N,8%,-3%,2%,-5%,32%[activator],-14%[59 µM],-3%,-16%,?
Cc1ccc(S(=O)(=O)N2CC=C(C(=O)NCCC(C)C)CC2)cc1,3%,-5%,-3%,0%,-15%,6%,-21%,1%,21%
CC1CCN(S(=O)(=O)c2ccc(NC(=O)C3CCN(C(=O)c4ccco4)CC3)cc2)CC1,38%,-2%,-4%,-5%,-15%,?,-17%,6%,5%
COc1ccc(C(OC(=O)c2ccco2)C(=O)NCc2ccc(C)cc2)cc1 (centres undefined),-3%,-3%,2%[57.1 µM],-5%,-11%,1%[59 µM],1%,8%,-6%
COCCOC(=O)C1=C(C)NC(C)=C(C(=O)OC(C)C)[C@H]1c1cccc([N+](=O)[O-])c1,-4%[21 µM],-6%[21.4 µM],/,-8%[12 µM],-2%[29.3 µM],20%[21.5 µM],/,/,/
O=C(Nn1cnnc1)c1cc(-c2cccc(Br)c2)nc2ccccc12,-2%,-2%,3%,-9%,-3%,-14%[12.7 µM],30%,22%,11%
Cc1ccc(N2C(=O)CC(N3CCN(c4ccccn4)CC3)C2=O)cc1 (centres undefined),-2%,2%,-22%,11%,-5%,-31%,-14%,2%,9%
COc1cccc2[nH]c3c(Cl)ncnc3c12,8%,-1%,-9%,-5%,155%[activator],?,-4%,6%,-2%
Cc1ccc(C)c(N2CCN(C(=O)CCCCCn3c(=O)[nH]c4ccccc4c3=O)CC2)c1,/,-7%,-39%,-7%[60.1 µM],4%,-1%[59 µM],-4%,10%,-9%
O=C(CCC(=O)c1ccc(Br)cc1)Nc1cccc(C(F)(F)F)c1,-1%,-7%,6%,-6%,?,38%[0.501 µM],-13%,35%,-11%
CCN(CC(=O)Nc1ccc2c(c1)OCCO2)CC(=O)Nc1ccc(C)c(S(=O)(=O)N(C)C)c1,-14%,/,/,-14%,/,/,-19%,/,49%[activator]
Cc1ccc(C)c(N2CCN(C(=O)CCS(=O)(=O)c3ccc4c(c3)NC(=O)C(C)S4)CC2)c1 (centres undefined),-3%,-1%,-1%,4%,-3%,/,3%,5%,-11%
CC(C)c1ccc(-c2noc(SCC(=O)N3CCN(c4ccccc4F)CC3)n2)cc1,/,-8%,8%,-16%,64%[activator],4%[59 µM],-18%,?,29%
Cc1nnc(SCc2cc(=O)[nH]c(/N=C(\N)Nc3ccccc3Sc3ccccc3)n2)s1,0%,0%,-2%,-2%,-7%,/,-19%,51%,40%[activator]
CCNc1nc(CSc2ccccc2)nc2sc(C)c(C)c12,1%,-2%,47%[activator],-1%,-8%,-5%,-13%,9%[57.1 µM],?
N#Cc1ccccc1NC(=O)COC(=O)/C=C/c1ccc(S(=O)(=O)N2CCOCC2)cc1,4%,/,/,0%,/,/,-11%,/,10%
Cn1cc(C(=O)c2ccc(Cl)cc2)cc1-c1nc2ccccc2n1C,-5%,-7%,?,-6%,-13%,/,-2%,11%,3%
CN(C(=O)COC(=O)c1nn(C)c(=O)c2ccccc12)c1c(N)n(Cc2ccccc2)c(=O)[nH]c1=O,17%,/,-6%,1%,/,8%[12.7 µM],8%,/,31%[activator]
CC1CN(S(=O)(=O)c2ccc(C(=O)N(CCCN(C)C)c3nc4c(Cl)cccc4s3)cc2)CC(C)O1 (centres undefined),30%,2%,-18%,-12%,-13%,-10%,-4%,19%,8%
CC(=O)NC(CC(=O)OCc1ccc([N+](=O)[O-])cc1)c1ccccc1 (centres undefined),12%,-4%,-8%,9%,-15%,?,0%,43%,35%[activator]
COCCNC(=O)CN1C(=O)NC(c2ccccc2)(c2ccccc2)C1=O,-11%,-1%,2%,-2%,30%,12%,-8%,15%,132%[activator]
CC(C)OC(=O)c1cccc(NC(=O)Cn2nnc3sc4c(c3c2=O)CCCC4)c1,/,-6%,-21%,-4%,-19%,?,/,35%[activator],-1%
CCOC(=O)N1CCc2c(sc(NCc3cccs3)c2C(=O)Nc2cc(Cl)ccc2OC)C1,/,-12%,-24%,-11%[60.1 µM],-5%,1.1µM*,-22%,-20%,34%[activator]
O=C(CSc1nccc(=O)[nH]1)N1N=C2/C(=C/c3ccco3)CCCC2C1c1ccco1 (centres undefined),13µM*,4%,/,?,-4%,?,25µM*,28µM*,45µM*
COc1ccc(/C=C/C(=O)O)cc1COc1ccccc1C,-2%,0%,-30%,-19%,-10%,7%[59 µM],1%,-4%,5%
Cc1ccc(NC(=O)CSc2sc3c(O)cc(=O)[nH]c3c2C#N)c(F)c1,76%[activator][12.4 µM],-9%,?,-21%,-10%,?,56µM*,-20%,?
COc1ccc2[nH]cc(S(=O)(=O)c3ccc(C)c(C)c3)c(=O)c2c1,/,-1%,4%,-8%,-11%,-4%[59 µM],-2%,5%,34%

Further compounds
structure,APE1 inh,BLM helicase inh,BAZ2B block,Pol kappa inh,Anesthetic bind,G9a inh,POLH inh,POLB inh,Pol iota inh
CC(=O)OCC(=O)[C@@]1(O)[C@H](C)C[C@@H]2[C@H]3CCC4=CC(=O)C=C[C@]4(C)[C@]3(F)[C@@H](O)C[C@@]21C,/,-7%[21.4 µM],/,-13%[19.4 µM],-3%[29.3 µM],11%[21.5 µM],/,/,/
Cc1cc(NC(=O)Cn2cnc3sc(C)c(-c4ccccc4)c3c2=O)no1,13%,0%,-7%,-3%,?,?,2%,-2%,4%
Cc1ccc2nc(/C(C#N)=C/c3ccccc3F)[nH]c2c1,/,0%,14%,-8%,-1%,4%[59 µM],1%,0%,6%
COc1cccc(CNC(=O)C(C)n2ccc3cc(S(=O)(=O)N4CCCC4)ccc32)c1 (centres undefined),46%[activator],1%,15%,-3%,35%[activator],4%,-21%,-2%,36%[activator]
COc1ccc(-c2cc(C(=O)N/N=C/c3ccc4c(c3)OCO4)c3ccccc3n2)c(OC)c1,-7%,-4%,-3%,-6%,20%,12%[2.33 µM],4%,10%,9%
CN(CC(=O)Nc1cccc(S(=O)(=O)N2CCOCC2)c1)CC(=O)Nc1ccc(Cl)c(C(F)(F)F)c1,15%,/,4%,-5%,/,-25%[59 µM],-21%,/,13%
COc1ccc(C2=NN(CCC(=O)NC3CCC(C)CC3)C(=O)CC2)cc1 (centres undefined),21%,0%,-16%,-7%,?,27%,-15%,12%,36%[activator]
COc1ccc(-n2c(=O)c3ccccc3n(CC(=O)OCc3ccccc3)c2=O)cc1OC,-3%,-5%,-3%,6%,-5%,-33%,-9%,-7%,27%
C/C(=N\NC(=O)c1cccnc1)c1cc2ccccc2o1,8%,-4%,-4%,0%,-7%,22%,-2%,47%,31%
CN1CCN(c2ccc(NC(=O)c3sc4ccccc4c3Cl)cc2)CC1,-1%,-2%,-15%,-17%,-22%,-5%,8%,36%,128%[activator]

Gathered by group, the entries above containing an aryl thioether with sulfur outside any ring.
structure,APE1 inh,BLM helicase inh,BAZ2B block,Pol kappa inh,Anesthetic bind,G9a inh,POLH inh,POLB inh,Pol iota inh
CC(C)c1ccc(-c2noc(SCC(=O)N3CCN(c4ccccc4F)CC3)n2)cc1,/,-8%,8%,-16%,64%[activator],4%[59 µM],-18%,?,29%
Cc1nnc(SCc2cc(=O)[nH]c(/N=C(\N)Nc3ccccc3Sc3ccccc3)n2)s1,0%,0%,-2%,-2%,-7%,/,-19%,51%,40%[activator]
CCNc1nc(CSc2ccccc2)nc2sc(C)c(C)c12,1%,-2%,47%[activator],-1%,-8%,-5%,-13%,9%[57.1 µM],?
O=C(CSc1nccc(=O)[nH]1)N1N=C2/C(=C/c3ccco3)CCCC2C1c1ccco1 (centres undefined),13µM*,4%,/,?,-4%,?,25µM*,28µM*,45µM*
Cc1ccc(NC(=O)CSc2sc3c(O)cc(=O)[nH]c3c2C#N)c(F)c1,76%[activator][12.4 µM],-9%,?,-21%,-10%,?,56µM*,-20%,?

Bioassay records (PubChem)
